Source: PubChem
VHR inh color – VHR1 (DUSP3) phosphatase inhibition. P51452. recombinant VHR phosphatase, colorimetric substrate read-out. inhibition, % at 20 µM. actives 0.7% (n = 50,000); in the data active = inhibition above about 60%; note: some results filed as inactive read as strong as hits
Target sequence (P51452 whole entry, looked up): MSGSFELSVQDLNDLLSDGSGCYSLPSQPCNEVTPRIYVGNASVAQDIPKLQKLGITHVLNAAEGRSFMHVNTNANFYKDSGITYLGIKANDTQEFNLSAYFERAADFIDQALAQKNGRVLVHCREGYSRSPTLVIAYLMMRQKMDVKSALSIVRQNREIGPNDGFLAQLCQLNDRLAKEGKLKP
* = called active by the depositor. This is a subset (hit frequency here may not be typical).

SMILES	VHR inh color
COCCOC(=O)c1c(C)oc2ccc(OCc3cccc(Cl)c3)cc12	-21.0
CC(C)(Cc1ccc(O)cc1)NC(=O)SCc1ccccc1	-6.4
S=C(c1cccc(OCc2ccccc2)c1)N1CCOCC1	-14.3
COC(=O)c1sc(NC(=O)c2cccc(F)c2)c(C(=O)OC)c1C	-0.6
CN(C)Cc1c(O)ccc2occ(C(=O)c3cccs3)c12	-2.1
Cc1cc(=O)n2[nH]c(-c3ccccc3Cl)cc2n1	-6.5
O=C(Nc1ccc(NC(=O)c2ccc(-c3ccc(F)cc3)o2)cc1)c1ccco1	-27.0
O=C(Nc1ccccn1)c1ccccc1O	14.8
O=C(Cc1ccccc1)NCc1ccco1	-3.7
CCN(CC)c1ccc(C=C(C#N)C#N)c(OC)c1	-6.7
O=C(O)/C=C/C(=O)Nc1ccc2c(c1)OCO2	9.3
CCCCOC(=O)CCN1C(=O)/C(=C/c2ccc3c(c2)OCO3)SC1=S	-2.4
COC(=O)c1ccccc1NC(=O)CN(c1ccc(C)cc1)S(C)(=O)=O	-32.3
Cc1cc(Cl)ccc1OCC(=O)Nc1c(C)ccc2nsnc12	-7.1
COC(=O)C1=C(C)N(CC2CCCO2)C(=O)/C1=C\c1ccccc1OC (centres undefined)	-28.2
O=C(Nc1ccc2oc(-c3cccc(Br)c3)nc2c1)c1ccc([N+](=O)[O-])cc1Cl	-4.6
O=P(Cc1ccccn1)(c1ccccc1)c1ccccc1	-25.8
COc1ccc(OC)c(N=CC2=C(O)CC(C)(C)CC2=O)c1	-4.8
O=C(c1ccco1)N1CCN(C2CC3CCC2C3)CC1 (centres undefined)	-23.8
O=S(=O)(c1ccccc1)N1CCN(C/C=C/c2ccccc2)CC1	-11.4
C=CCN1C(=O)/C(=C/c2ccc(OCC)cc2O)SC1=S	-31.0
COc1ccc(O)c(/C=N/c2ncn[nH]2)c1	-10.4
Cc1oc2cc(OCC(=O)OCc3ccccc3)ccc2c(=O)c1-c1nc2ccccc2s1	12.9
Cc1cc(C)cc(NC(=O)CN(c2ccc(Cl)cc2)S(C)(=O)=O)c1	-10.4
CCc1sc(-c2c(C#N)c(N)nc3c2CCCCC3)cc1Br	-25.4
O=[N+]([O-])c1ccc(S(=O)(=O)N(CCO)C2CCCCC2)cc1	-2.9
C=C(C)CSc1nc2sc3c(c2c(=O)n1CC(=C)C)CCC3	4.5
COc1ccc2c(=O)cc(C(F)(F)C(F)(F)C(F)(F)C(F)F)oc2c1	-7.5
COc1ccc(CNC2CC(C)N(C)CC2C)cc1OC (centres undefined)	-7.2
C/C(=N\NC(=O)Cc1ccc([N+](=O)[O-])cc1)c1ccc(Br)s1	-24.4

In the list so far, three contain two or more sulfur atoms.
SMILES	VHR inh color
CCCCOC(=O)CCN1C(=O)/C(=C/c2ccc3c(c2)OCO3)SC1=S	-2.4
C=CCN1C(=O)/C(=C/c2ccc(OCC)cc2O)SC1=S	-31.0
C=C(C)CSc1nc2sc3c(c2c(=O)n1CC(=C)C)CCC3	4.5

New compounds follow:
SMILES	VHR inh color
N#CC1(C(=O)Nc2ccc(C(=O)O)cc2)CC2c3ccccc3C1c1ccccc12 (centres undefined)	-20.1
Nc1cc(-c2cccc(Br)c2)nn1Cc1ccccc1	7.6
CCc1ccc(C(=O)CC(c2ccccc2)C2CCCCC2=O)cc1 (centres undefined)	-37.0
Cc1ccc(N2C(=O)CC(N(C)Cc3ccccc3)C2=O)c(C)c1 (centres undefined)	-4.6
COc1ccc(CN2CCN(Cc3ccc(F)cc3)CC2)cc1	-1.3
O=C1c2cccc3cccc(c23)C(=O)N1c1nc(-c2ccccc2)cs1	-39.5
c1ccc(-c2cc(-c3ccccc3)n(-c3ncn[nH]3)n2)cc1	-7.7
Cc1cc(C)cc(OCCCCN2CCCCC2)c1	-6.1
Cc1ccc(C2/C(=C(\O)c3ccccc3)C(=O)C(=O)N2CCCCCC(=O)O)cc1 (centres undefined)	-2.7
CCCCOC(=O)c1ccc(NC(=O)c2ccccc2OC)cc1	-26.2
CCOC(=O)C1C(=O)C=C(c2ccc([N+](=O)[O-])cc2)CC1c1ccccc1 (centres undefined)	3.1
CC(=O)C(C(C)=O)C1c2ccccc2Oc2ccc(Cl)cc21 (centres undefined)	-12.8
COc1ccc(/C=N/n2c(C)nnc2C)cc1	-2.9
O=C(Nc1cccc(Cl)c1)c1cccc(NC(=O)c2ccc(Cl)cc2Cl)c1	1.0
CCOc1ccc(/C=C2/SC(NC(C)=O)=NC2=O)cc1	16.2
CC(C)(C)c1ccc(C(=O)N2CCN(C/C=C/c3ccccc3)CC2)cc1	33.0
CN1C(=O)N(C)C(NC(=O)NC(C)(C)C)C1NC(=O)NC(C)(C)C (centres undefined)	-14.3
COc1ccc(C2Nc3ccccc3C(=O)N2Cc2ccccc2)cc1CSc1ccccn1 (centres undefined)	-2.2
Cc1cccc(CC2CC(=O)N(c3ccc(C)cc3Br)C2=O)c1 (centres undefined)	1.7
CCC(=O)Oc1cc2oc(=O)cc(C)c2cc1CC	-17.1
CC(C)COc1ccc(/C=C2\SC(=S)NC2=O)c2ccccc12	-5.0
COc1ccc(-c2nc(-c3ccc(O)cc3)[nH]c2-c2ccc(OC)cc2)cc1	-7.9
CCOc1ccccc1C(C1=C(O)CC(C)(C)CC1=O)C1C(=O)CC(C)(C)CC1=O (centres undefined)	2.2
C/C(Cn1nnc([N+](=O)[O-])n1)=N/NC(=O)Cc1ccc(Cl)cc1	-39.8
O=C1c2ccc(Oc3cccc([N+](=O)[O-])c3)cc2C(=O)N1c1ccncc1	-1.9
NNC(=O)/C(=C\c1cccs1)NC(=O)c1ccccc1	-20.7
CC(C)CC(=O)N1c2ccccc2NC2=C(C(=O)CC(C)(C)C2)C1c1ccco1 (centres undefined)	27.6
O=C(NCCOC(=O)c1cccs1)c1cccnc1	7.4
Cc1ccc(/C=C/C(=O)N2CCN(c3ccccc3)CC2)o1	10.6
O=C1C(=O)N(c2nc3ccccc3s2)C(c2ccccc2Cl)/C1=C(/O)c1ccccc1 (centres undefined)	-1.5
O=C(c1ccc(F)cc1)c1ccc(N2CCOCC2)cc1	7.4
CCN(CC)C(=O)c1sc(NC(=O)COc2ccc(Cl)cc2)c(C(=O)OC(C)C)c1C	0.5
CC1=C/C(=N/OS(=O)(=O)c2ccccc2)C=CC1=O	13.3
COc1ccc(C2Nc3ccccc3C(=O)N2Cc2ccccc2)cc1 (centres undefined)	-11.4
CCOC(=O)c1c(N)sc(C(=O)Nc2ccc(OC)cc2)c1C	-54.9
O=C(Nc1ccc(N2CCOCC2)c(Cl)c1)c1ccc(-c2ccc(F)cc2)o1	13.7
O=C(Nc1ccccc1C(=O)O)c1cccc(N2C(=O)c3ccccc3C2=O)c1	-22.4
O=[N+]([O-])c1ccc2c(c1)S(=O)(=O)NC2=NCc1ccccc1	-14.0
CC(=O)Oc1cccc2ccc(=O)[nH]c12	-17.8
CC1CCN(S(=O)(=O)c2ccc(NC(=O)c3ccc(-c4ccccc4)cc3)cc2)CC1	-3.0
COc1ccc(C2/C(=C(/O)c3ccccc3)C(=O)C(=O)N2c2cccc([N+](=O)[O-])c2)cc1OC (centres undefined)	-8.3
COc1ccc2c(c1OC)C(=O)OC2Nc1cc(C)ccc1O (centres undefined)	1.6
O=C1NN(c2ccccc2)C(=O)/C1=C/c1ccc(-c2ccc(C(=O)O)cc2)o1	0.8
Cc1cc(OCC(=O)Nc2cccnc2)ccc1Cl	-1.1
O=C(OCC(O)CNC12CC3CC(CC(C3)C1)C2)C12CC3CC(CC(C3)C1)C2 (centres undefined)	-22.0
CC(C)(C)c1ccc2[nH]c3c(c2c1)CCC/C3=N\O	-29.1
CCOc1cc(OCC)cc(C(=O)Nc2cc(Cl)cc(Cl)c2)c1	-17.8
C=CCNC(=O)CN(c1ccc(OC)cc1OC)S(C)(=O)=O	-37.2
COc1ccc([N+](=O)[O-])cc1-c1ccc(/C=C(\C#N)c2nc3ccc(C)cc3[nH]2)o1	-17.2
O=C(Nc1ccc(-c2nc3ccccc3o2)c(O)c1)c1cc2ccccc2oc1=O	4.4
Cc1cc(C)c2oc(-c3cccc(NC(=S)NC(=O)c4ccco4)c3)nc2c1	-5.3
FC(F)(F)c1cccc(NC(=S)NCCc2ccccc2)c1	-1.1
Cc1ccc2ncnc(NCCc3ccccc3)c2c1	-11.1
CCOC(=O)c1c(C)oc2ccc(OC(=O)c3ccccc3C)cc12	3.8
CC(=O)CC1[C@@]2(C)CCCC(C)(C)C2CC[C@@]1(C)O (some centres undefined)	15.5
N#C/C(=C\c1ccc(-c2cccc(C(F)(F)F)c2)o1)C(=O)O	-9.5
Cc1cc(Cl)c(OCCN2CCOCC2)c(Cl)c1	3.3
O=C(Nc1ccc(F)cc1F)c1cccc(F)c1	-15.3
COc1ccc(N2C(=O)c3ccc(OCCOc4ccc5c(c4)C(=O)N(c4ccc(OC)cc4)C5=O)cc3C2=O)cc1	-1.9
NS(=O)(=O)c1ccc(CCNC(=O)NC2CCCCC2)cc1	-11.5

Of the compounds above, three have a tert-butyl group:
SMILES	VHR inh color
CC(C)(C)c1ccc(C(=O)N2CCN(C/C=C/c3ccccc3)CC2)cc1	33.0
CN1C(=O)N(C)C(NC(=O)NC(C)(C)C)C1NC(=O)NC(C)(C)C (centres undefined)	-14.3
CC(C)(C)c1ccc2[nH]c3c(c2c1)CCC/C3=N\O	-29.1

7 successive compounds from above:
SMILES	VHR inh color
C=CCNC(=O)CN(c1ccc(OC)cc1OC)S(C)(=O)=O	-37.2
COc1ccc([N+](=O)[O-])cc1-c1ccc(/C=C(\C#N)c2nc3ccc(C)cc3[nH]2)o1	-17.2
O=C(Nc1ccc(-c2nc3ccccc3o2)c(O)c1)c1cc2ccccc2oc1=O	4.4
Cc1cc(C)c2oc(-c3cccc(NC(=S)NC(=O)c4ccco4)c3)nc2c1	-5.3
FC(F)(F)c1cccc(NC(=S)NCCc2ccccc2)c1	-1.1
Cc1ccc2ncnc(NCCc3ccccc3)c2c1	-11.1
CCOC(=O)c1c(C)oc2ccc(OC(=O)c3ccccc3C)cc12	3.8

(list continues)
SMILES	VHR inh color
COc1cccc(/C=N/N2CCN(Cc3ccc(Cl)cc3)CC2)c1	-21.4
CC(C)CCOc1ccc(CN=C(N)N=C(N)N)cc1Cl	1.5
CC(NC(=O)CSc1nc2sc3c(c2c(=O)n1-c1ccccc1)CCCC3)c1ccccc1 (centres undefined)	0.8
O=C1C(=O)N(c2ccccc2)C(c2ccc(O)cc2)/C1=C(\O)c1ccc(Br)cc1 (centres undefined)	-2.4
O=C(CSc1nc2ccccc2[nH]1)NC(c1ccccc1)c1ccccc1	2.6
COC(=O)c1c(NC(=O)c2cccc(Cl)c2)sc(C)c1C	-3.9
O=C(c1ccccc1)c1ccc(N2CCCC2)c(F)c1	-4.5
c1ccc(N(c2ccccc2)c2nc(-n3cnc4ccccc43)nc(-n3cnc4ccccc43)n2)cc1	4.5
Cc1ccc(OCC(=O)Nc2cc([N+](=O)[O-])ccc2C)c(C(C)(C)C)c1	-8.9
COc1cccc(OC)c1OCCCCOc1c(OC)cccc1OC	-8.9
Cc1cc(C)nc(SC(C)C(=O)N/N=C/c2ccc(Br)cc2)n1 (centres undefined)	-27.3
COC(=O)COc1ccc(/C=C2\C(=O)NC(=O)N(c3ccc(C(C)C)cc3)C2=O)cc1OC	26.7
COc1ccc(C(=O)Nc2ccc(S(=O)(=O)Nc3cc(C)on3)cc2)c(OC)c1	109.8*
O=C(CSc1cccc2cccnc12)c1ccc(Cl)cc1Cl	0.2
Cc1cc2c(cc1C)CN(c1ccc(C=Nc3ccc(Cl)cc3)cc1)C2	-43.5
O=C(NN1C(=O)/C(=C/c2ccccc2)SC1=S)c1cccnc1	3.5
CCOc1ccccc1NC(=O)CN(c1ccc(F)cc1)S(=O)(=O)c1ccccc1	-1.4
O=C(CSc1nsc(SCC(=O)Nc2ccc(Cl)c(Cl)c2)n1)Nc1ccc(Cl)c(Cl)c1	1.1
COc1ccc(NC(=O)c2cccc(C)c2)cc1Cl	5.4
COc1ccc(CC(=O)Nc2sc3c(c2C(=O)Nc2ccccc2OC)CCCCC3)cc1	-8.7
Cc1cccc(N2C(=O)c3ccc(C(=O)Nc4cccc(O)c4)cc3C2=O)c1C	7.4
CCOc1ccc(N(CC(=O)Nc2ccccc2OCC)S(C)(=O)=O)cc1	-11.5
CC(=O)c1cc(C(=O)CC(=O)Nc2cccc([N+](=O)[O-])c2)sc1Nc1ccccc1	-2.8
CCC(C(=O)N1CCN(Cc2ccccc2)CC1)c1ccccc1 (centres undefined)	-14.9
O=C(Nc1ccc2c(c1)Cc1ccccc1-2)c1ccncc1	-9.1
COc1ccc(C(CC(=O)c2ccc(C)cc2)Nc2ccc(Br)cc2)cc1 (centres undefined)	-9.3
CC1(C2CC2)NN=C(c2ccccc2)S1 (centres undefined)	27.3
CCOC(=O)c1c(N)sc(C(=O)Nc2ccc(C)cc2C)c1C	-5.5
CCOc1nc(-c2ccccc2)cc(-c2ccc(Br)cc2)n1	-1.7
CC(=O)c1cccc(NC(=O)c2ccc3c(c2)OCO3)c1	-24.7
CN(C)c1ccc(/C=C(\NC(=O)c2ccc([N+](=O)[O-])cc2)C(=O)NN)cc1	9.1
O=C(Nc1ccncc1)c1cc(Cl)ccc1Cl	-47.3
COc1ccc(NC(=O)C(=O)NCc2ccncc2)cc1Cl	-18.1
COc1cc(C(=O)N2CCN(C)CC2)c([N+](=O)[O-])cc1OC	3.7
COC(=O)C1=CNC=C(C(=O)OC)C1c1cc2c(cc1Cl)OCO2	-10.4
COc1ccc(OC)c(C2/C(=C(\O)c3ccccc3)C(=O)C(=O)N2Cc2cccnc2)c1 (centres undefined)	-17.9
Cc1ccc(NC(=O)C(C)N2C(=O)c3ccccc3C2=O)c([N+](=O)[O-])c1 (centres undefined)	0.6
O=C(NCCCN1CCOCC1)C(=O)Nc1ccc(I)cc1	-2.0
Cc1ccc(S(=O)(=O)N/N=C/C=C/c2ccc(N(C)C)cc2)cc1[N+](=O)[O-]	-8.5
CC(C)=CC1C=C(C)C(C)C(C(=O)O)C1C(=O)O (centres undefined)	-14.3
C/C(=N\Nc1nc(-c2ccccc2)nc(C)c1C)c1ccc(Br)cc1	-9.8
COc1ccc(NS(=O)(=O)c2cccs2)c(OC)c1	-2.7
Cc1[nH]c2c(Cl)cccc2c(=O)c1CN1CCCC1	-3.1
C=C(C)CSc1nnc2n(-c3ccc(OC)cc3)c(=O)c3c4c(sc3n12)COC(C)(C)C4	2.6
